CatS block – inhibitors of human cathepsin S, biochemical, compound mixtures; 62,000 tested, 0.06% active; recombinant cathepsin S, AMC dipeptide fluorescence, pooled mixtures; P25774; inhibition, %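 (tested at 5 µM per compound within 10-compound mixtures)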; in the data active = inhibition above about 32%, passing the limit was not always enough;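 also: 0% = enzyme without compound and 100% = blank without enzyme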
FXIIa mix inh – human factor XIIa inhibitors, primary screen, biochemical, pooled compound mixtures, fluorogenic substrate; Coagulation factor XII (Homo sapiens), P00748; purified FXIIa; inhibition, % at 5 µM; 62,000 tested, 0.2% active; AID 684, 2007;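 also: 0% = enzyme without compound and 100% = no enzyme blank; some results filed as inactive read as strong as hits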
Target sequence (P00748 20-372 limits assumed): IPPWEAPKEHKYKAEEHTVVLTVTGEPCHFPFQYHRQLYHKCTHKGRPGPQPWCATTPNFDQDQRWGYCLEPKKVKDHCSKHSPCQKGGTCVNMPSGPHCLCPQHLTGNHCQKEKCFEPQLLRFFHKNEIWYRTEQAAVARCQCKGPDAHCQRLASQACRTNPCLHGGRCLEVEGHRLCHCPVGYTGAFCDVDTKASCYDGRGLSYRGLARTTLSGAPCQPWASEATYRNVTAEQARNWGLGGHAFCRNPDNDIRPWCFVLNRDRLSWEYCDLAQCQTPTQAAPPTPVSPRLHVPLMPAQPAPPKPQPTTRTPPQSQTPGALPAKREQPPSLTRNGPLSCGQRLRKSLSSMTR
Target sequence (P00748 373-615 limits assumed): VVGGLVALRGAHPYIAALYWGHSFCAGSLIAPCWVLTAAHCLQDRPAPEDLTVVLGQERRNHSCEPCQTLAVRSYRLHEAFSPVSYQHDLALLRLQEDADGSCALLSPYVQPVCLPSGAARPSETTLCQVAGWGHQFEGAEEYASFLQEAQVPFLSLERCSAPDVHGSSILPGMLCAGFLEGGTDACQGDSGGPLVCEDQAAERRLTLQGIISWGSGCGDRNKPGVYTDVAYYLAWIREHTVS
AP complement – alternative complement pathway inhibitors, primary screen, biochemical, ELISA, human serum, orthogonally pooled compounds; AID 1235, 2008; 62,000 tested, 0.08% active; inhibition, % at 5 µM; LPS-coated ELISA, C3 deposition; tested in compound mixtures;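 active = inhibition above 30% in each of the two pooled mixtures holding the compound, so the lower value exceeds 30%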;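 also: 0% = serum in Mg-EGTA without compound and 100% = EDTA serum blank; some compounds past the cut are filed as inactive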
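Test system: human serum alternative complement pathway, C3 deposition on LPS-coated wells; also added: Plate-bound LPS; doses: 5 µM per compound in ten-compound mixtures; schedule: 1 h at 37 °C; detection: Anti-C3 ELISA, OD 450 nm; evaluation: percent inhibition of C3 deposition onto LPS; repeats: two pool placements per compound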
CatB mixtures – cathepsin B inhibitors from pooled compounds, primary screen, biochemical, compound mixtures, AMC fluorescence. Purified cathepsin B, AMC dipeptide fluorescence. P07858. inhibition, %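 (ten-compound pools at 5 µM per compound and 50 µM total)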. 62,000 tested, 0.06% active; in the data active = inhibition above about 22%, passing the limit was not always enough;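 also: 0% = enzyme without compound and 100% = no enzyme blank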
FXIa inh mix – FXIa protease inhibitors in compound pools, primary screen, biochemical, 10-compound mixtures; purified FXIa, fluorogenic substrate, pooled mixtures; inhibition, % at 5 µM; 62,000 tested, 0.19% active; AID 680, 2007;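 also: each value is inhibition by a whole ten-compound pool holding the compound; 0% = enzyme with no mixture and 100% = wells lacking enzyme; strong numbers were not always called active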
C1s inh – complement C1s protease inhibitors, primary screen, biochemical, 10-compound mixtures. Complement C1s subcomponent (Homo sapiens), P09871. mean inhibition % of two 10-compound mixtures (active compounds read high), % at 5 µM (by protocol). 62,000 tested, 0.16% active. purified C1s, fluorogenic AMC substrate, pooled mixtures;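 active = inhibition above 20% in each of the two 10-compound mixture wells holding the compound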;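 also: 0% = enzyme wells lacking compound mixture and 100% = no-enzyme blank wells; some compounds called inactive have numbers as strong as hits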
CatL inh – inhibitors of human cathepsin L, biochemical. purified cathepsin L, fluorogenic substrate, fluorescence. inhibition, %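 (tested at 10 µM)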. 58,000 tested, 0.17% active; in the data active = inhibition above about 45%;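 also: 0% = enzyme with no compound and 100% = no enzyme blank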
Target sequence (P07711 114-288 limits assumed): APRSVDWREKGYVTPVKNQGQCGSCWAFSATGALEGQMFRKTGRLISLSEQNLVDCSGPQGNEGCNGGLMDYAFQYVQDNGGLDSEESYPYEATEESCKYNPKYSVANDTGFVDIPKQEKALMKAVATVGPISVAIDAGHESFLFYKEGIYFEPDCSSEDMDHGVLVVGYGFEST
Target sequence (P07711 292-333 limits assumed): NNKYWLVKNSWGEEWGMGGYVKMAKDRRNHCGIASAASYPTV
CatB block – human cathepsin B inhibitors, primary screen, biochemical, fluorogenic substrate. purified cathepsin B, fluorescence. inhibition, %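 (tested at 10 µM)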. 63,000 tested, 0.1% active. AID 453, 2006; in the data active = inhibition above about 21%;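 also: 0% = enzyme with no compound and 100% = no enzyme blank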
CatG inh – human cathepsin G inhibitors, primary screen, biochemical, pooled compound mixtures, AMC fluorescence. purified enzyme, AMC-tetrapeptide fluorescence. inhibition, % at 5 µM (by protocol). 62,000 tested, 0.2% active. AID 581, 2007;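 active = inhibition above 20% in each of the two mixture wells holding the compound; inactive = inhibition of 20% or less in either well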;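 also: 0% = enzyme control without mixture and 100% = blank lacking enzyme; strong numbers were not always called active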
The depositor's hits bear a star; nt = not tested or not shown. Rule as the data show it, unless noted: active = inhibition above about 20% (passing the limit was not always enough); inactive = the rest.

SMILES	CatS block	FXIIa mix inh	AP complement	CatB mixtures	FXIa inh mix	C1s inh	CatL inh	CatB block	CatG inh
Cc1cc2ncc(-c3ccc(Cl)cc3)c(N)n2n1	-10	-15	28	-3	6	0	-18	-5	2
CSc1nc2c(ccc3ccccc32)o1	2	0	7	1	8	1	1	-3	7
CCCC(=O)Nc1cc2c(cc1C(=O)c1ccccc1)OCCO2	-3	2	25	6	4	-40	-4	2	-2
N=c1n(CCO)c2ccccc2n1CCOc1ccccc1	3	-1	-19	0	5	1	15	-1	-3
COC(=O)c1ccc(NC(=O)CN2CCCC2)cc1	0	10	2	-11	0	-3	9	-2	8
O=C(NCc1ccccn1)C1CCN(S(=O)(=O)c2ccccc2)CC1	-3	2	11	3	9	18	-5	-1	10
CC(C)OCCCNC(=O)CCN1C(=O)COc2ccccc21	4	8	1	-2	-3	-12	25	-2	3
CC(C)n1c(N2CCN(CC(=O)Nc3ccc4c(c3)OCCO4)CC2)nc2ccccc21	-26	-1	14	-7	7	-7	4	-2	5
O=C(C1CC1)N1CCN=C1SCc1ccc(Cl)cc1	1	15	-1	3	6	-48	6	6	-9
N#Cc1ccccc1Cn1c(=O)n(Cc2ccc(C(=O)NCc3ccco3)cc2)c(=O)c2ccccc21	-1	5	8	5	0	3	9	2	-3
CC1(C)Cc2ccccc2-c2nnc(SCC(=O)Nc3nc4ccccc4s3)n21	-2	11	5	4	6	-8	11	5	6
Cc1cc(N2CCN(C3CCCCC3)CC2)n2nc(C)nc2n1	-2	-21	14	3	13	2	-5	1	0
COc1ccccc1N1CCN(C(=O)Cn2nc(C(F)(F)F)c3c2CCC3)CC1	3	2	24	7	7	17	-5	3	11
CC(C)OC(=O)CSc1nnc(-c2ccco2)n1N	-8	4	3	3	-1	-2	4	2	1
COc1ccc(-c2nnc(N)s2)cc1	-4	7	-1	-5	-5	-94	22	3	-1
COC(=O)C1CCN(C(=O)N2CCOCC2)CC1	-1	25	-7	0	4	7	7	0	-1
CCOC(=O)N1CCN(S(=O)(=O)c2cc(Br)cc3c2N(C(=O)C2CC2)CC3)CC1	14	3	3	0	4	-1	14	2	-1
O=C(NCCN1CCOCC1)c1c(F)c(F)c(F)c(F)c1F	-7	9	-14	-1	-1	-10	-2	3	-11
CCc1nc(C)ccc1OCC(=O)O	2	6	-2	2	-15	-15	9	nt	-34
CNc1nn(-c2cccc(Cl)c2)nc1N	9	12	4	-3	0	-25	14	8	7
O=C(CCN1C(=O)c2ccccc2C1=O)NC1=NCCS1	11	0	-10	8	-8	-14	11	-2	-4
Oc1c(C(c2ccccc2)N2CCc3ccccc3C2)sc2ncnn12 (centres undefined)	11	16	-7	-8	-3	6	12	3	-28
CN1C(=O)CC(N2CCN(c3ncccn3)CC2)C1=O (centres undefined)	-5	-9	4	-2	0	1	9	0	6
Cc1ccc2c(COC(=O)C3=COCCO3)cc(=O)oc2c1	-3	4	-1	-1	5	-16	9	1	0
CCOC(=O)c1cnn(-c2cc(C)nc3c(-c4ccccc4)c(C)nn23)c1N	19	-11	7	3	11	1	8	0	5
CCOC(=O)c1c(N)nn(C(=O)C(C)(C)C)c1-c1ccccc1	10	1	-4	1	3	-6	nt	6	-7
CCC(C)n1c(-c2cccs2)nc2nc3ccccc3nc21 (centres undefined)	-2	0	8	0	-7	-21	-74	-15	-6
Cc1cc(=O)oc2cc(NC(=O)C3COc4ccccc4O3)ccc12 (centres undefined)	4	-1	8	4	5	13	-2	1	11
O=C(NC1CCCCCCC1)c1ccco1	32	15	3	-6	-5	0	8	-1	12
CCCOc1cc(C)c(S(=O)(=O)NCCOC)cc1C	-1	-17	-2	-1	6	19	19	1	46
Cc1c(NC(=O)c2nn(C)c(=O)c3ccccc23)c(=O)n(-c2ccccc2)n1C	2	-25	-6	4	-2	-1	-1	4	-3
O=C(CSc1nc(-c2ccccc2)nc2c1CCCC2)N1CCOCC1	14	0	-9	0	2	9	17	1	10
COC(=O)c1cn(C(=O)c2ccco2)c2ccccc12	-1	1	-5	1	4	6	5	1	1
CC(=O)Nc1c(C(=O)O)oc2ccccc12	10	1	3	0	8	2	12	5	2
CCn1cc(Br)c(C(=O)Nc2ccc(C(=O)OC(C)C)cc2)n1	-2	-3	4	3	4	16	-3	3	11
CCOc1ccc(OCc2ccc(C(=O)O)o2)cc1	5	-6	7	-1	-3	18	20	3	8
COC(=O)C1=C(C)N(C)C(C)=C(C(=O)OC)C1c1cccc(Br)c1	8	0	4	0	4	14	11	-4	4
Cc1noc(C)c1COc1cccc(C(=O)Oc2ccc3c(c2)OCO3)c1	-6	3	14	3	14	8	7	-4	12
CCOC(=O)Cn1c(=O)oc2cc(S(=O)(=O)Nc3cc(Cl)ccc3OC)ccc21	-1	4	7	1	4	5	nt	-1	4
O=C(COC(=O)c1ccc(S(=O)(=O)NCc2ccco2)cc1)NCCC1=CCCCC1	11	3	2	-3	12	14	14	0	12
COc1cc(Cc2cnc(N)nc2N)cc(OC)c1OC	-9	2	9	1	6	12	17	2	12
COc1cccc(C(=O)OCn2nnc3ccccc3c2=O)c1	-6	2	11	-1	6	1	-2	-2	-1
O=C(Oc1cc2oc(=O)c3c(c2cc1Cl)CCCC3)c1ccco1	-17	-16	10	-2	2	-27	-6	0	6
CC(=O)C1=C(O)C(=O)N(CCCCCC(=O)O)C1c1ccc(N(C)C)cc1 (centres undefined)	7	14	16	6	13	5	0	-3	-1
CCOC(=O)CC1=C(C(=O)OCC)C(c2ccc(OC)c(OC)c2)C(C#N)=C(N)O1 (centres undefined)	13	9	6	4	3	4	12	1	9
COc1cc([C@H]2[C@@H]3CCCC[C@]3(O)CCN2CC(=O)Nc2ccc(C)cc2C)ccc1O	11	-2	5	4	4	-15	7	3	11
CCn1c2ccccc2c2cc(/C=N/n3cnnc3)ccc21	-13	9	11	-11	-14	-90	-49	5	-4
COc1cc(OC)c(C2C(C(=O)Nc3ccccc3)=C(C)Nc3ncnn32)cc1OC (centres undefined)	-3	2	17	3	5	17	-5	-3	11
COc1ccc(CCNC(=O)CCNS(=O)(=O)c2cccc3nsnc23)cc1OC	5	1	-9	4	4	-34	-4	6	-11
Cc1cc(C)nc(SCCS(=O)(=O)Cc2ccccc2)n1	-1	1	24	2	-1	-21	6	2	6
O=C(NCc1ccc2c(c1)OCO2)c1ccncc1	9	-21	-3	-1	-3	-5	4	3	9
Cc1nc2nc(C)c(CCC(=O)N3CCOCC3)c(C)n2n1	0	-1	4	1	-1	-1	11	5	7
COc1ccc(CNC(=O)C2C3C=CC4(CN(Cc5cccnc5)C(=O)C24)O3)cc1 (centres undefined)	7	6	12	5	6	6	10	2	10
COc1ccc(Nc2nc(N3CCCCC3)nc(N3CCCCC3)n2)c(OC)c1	12	-17	6	1	10	-5	2	3	4
CCc1cccc(OCCCCNCCOC)c1	-6	2	16	3	9	-20	-12	-5	-2
Cc1cc(C(=O)OCC(=O)N2CCN(C(=O)c3ccco3)CC2)c(C)n1-c1ccc(F)cc1	22	11	-4	2	7	-6	2	4	-1
COc1cc(C(=O)OC2CCN(C)CC2)cc(OC)c1OC	-2	8	15	1	-3	-4	5	-1	7
CCc1nnc(NC(=O)c2ccc(S(=O)(=O)N3CCCCC3C)cc2)s1 (centres undefined)	7	-18	-1	2	5	-7	-3	1	4
NC(=O)Nn1c(CCC(=O)O)ccc1-c1ccc(Br)cc1	-9	-20	16	-2	-4	-16	-10	2	-4
COC(=O)COc1ccc(S(=O)(=O)Nc2ccc3c(c2)OCO3)cc1	-3	4	17	7	9	14	-6	2	15

The last 3 records of the part above open the next one:
SMILES	CatS block	FXIIa mix inh	AP complement	CatB mixtures	FXIa inh mix	C1s inh	CatL inh	CatB block	CatG inh
CCc1nnc(NC(=O)c2ccc(S(=O)(=O)N3CCCCC3C)cc2)s1 (centres undefined)	7	-18	-1	2	5	-7	-3	1	4
NC(=O)Nn1c(CCC(=O)O)ccc1-c1ccc(Br)cc1	-9	-20	16	-2	-4	-16	-10	2	-4
COC(=O)COc1ccc(S(=O)(=O)Nc2ccc3c(c2)OCO3)cc1	-3	4	17	7	9	14	-6	2	15
CCOC(=O)Cn1c(=O)oc2cc(S(=O)(=O)N3CCc4ccccc43)ccc21	5	-12	6	5	7	-20	5	5	-3
COc1ccc(Oc2nc(Oc3ccc(OC)cc3)nc(Oc3ccc(OC)cc3)n2)cc1	-5	9	10	2	4	13	-7	0	7
CCC(C(=O)Nc1nccs1)c1ccccc1 (centres undefined)	-8	10	7	-1	-9	-51	13	1	2
COC(=O)COc1ccc2c(=O)c(Oc3ccccc3)c(C)oc2c1	10	-22	0	-1	5	-2	5	0	-16
COc1ccccc1CNc1ccc(N2CCCCC2)cc1	-2	-17	6	-4	5	-1	-4	-2	1
CCCOc1cccc(C(=O)O)c1	-30	-1	10	-8	-28	-180	-7	-1	-17
O=C(O)CCN1Cc2ccccc2C1=O	-4	3	1	-4	4	-1	-9	0	-2
COc1ccc(C)c(S(=O)(=O)Nc2ccc(OCC(=O)O)cc2)c1	-1	6	10	1	4	4	10	1	-1
CC(=O)Nc1ccccc1C(=O)N1CCc2ccccc21	-12	2	2	-3	4	-20	-13	1	-8
CCOC(=O)CSC1=Nc2ccccc2C2=NC(CC(=O)NCc3ccc(OC)cc3)C(=O)N12 (centres undefined)	4	0	9	5	2	9	6	-1	13
CCOc1ccc2[nH]cc(S(=O)(=O)c3ccc(F)cc3)c(=O)c2c1	-6	3	11	-3	8	-8	nt	-3	-2
COc1ccc(CNC(=O)c2cccc3c2C(=O)N(Cc2cccnc2)C3)cc1	6	2	6	-1	4	-3	18	-2	0
CC(C)c1nc(SCc2c(F)cccc2Cl)c2c(=O)n(C)c(=O)n(C)c2n1	40	8	0	-1	-1	-32	nt	5	10
Cc1nc2ccc3nc(NC(=O)c4ccc5c(c4)OCCO5)sc3c2s1	2	-1	6	-2	4	1	19	-3	2
C=CCN=C(C)C1=C(O)CCC1=O	2	13	21	6	12	-5	6	2	9
Cn1cccc1Cc1nnc(SCC(=O)N2CCCC2)n1CCc1ccccc1	-1	6	10	2	12	13	nt	4	9
O=C(c1ccco1)N1CCN(c2ncnc3c2cnn3-c2ccccc2)CC1	11	1	-21	3	3	-14	25	0	-8
O=S(=O)(Nc1nc2ccccc2s1)c1ccc(Br)s1	2	3	17	-1	-10	5	4	3	2
O=C(NCc1ccc(Cl)c(Cl)c1)c1cccnc1	-2	4	1	-2	4	-16	8	-2	2
O=C(Nc1ccc2c(c1)OCO2)c1cc(C2CC2)on1	23	7	17	0	-3	1	-5	3	6
COc1ccc(NC(=O)Cn2nnc(C(N)=O)c2N)c(OC)c1	-8	5	-5	-2	2	-55	nt	-2	-12
Cc1cccc(C)c1NC(=O)C1(N2CCN(C(=O)c3ccco3)CC2)CCCCC1	11	2	-6	1	-4	-16	nt	6	9
O=C(O)CNC(=O)c1ccccc1NC(=O)c1ccco1	12	10	-6	-3	16	-4	12	-1	1

A portion of the library; rates above refer to the full screens.
